Shn3 inh set2: reduces Shn3 3'UTR luciferase signal in osteoblasts; Clone20 osteoblast Shn3 3'UTR firefly luciferase, 24 h; inhibition, % at 12.5 µM; 360,000 tested, 0.52% active; AID 588674;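 active means mean inhibition of at least 75% with every replicate also reaching 75%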;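 further: 0% = median of neutral control wells and 100% = pilot-screen positive control compound; some compounds past the cut are filed as inactive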
CF NFkB inh: blocks PAF-induced NF-kB reporter in cystic fibrosis cells; inhibition, % at 5 µM; 360,000 tested, 0.86% active; KKLEB NF-kB-GFP reporter, GFP fluorescence overnight; AID 588850;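 active means at least 50% inhibition at 5 µM, scaled per plate between neutral and stimulator controls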;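 further: PAF is a Pseudomonas aeruginosa culture filtrate used as stimulus; plate controls were PAF-stimulated DMSO wells for no effect and unstimulated DMSO wells for full effect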
hiPSC survival: hiPSC single-cell survival enhancement; ATPlite luminescence; 100% = ROCK inhibitor wells, 0% = DMSO; 360,000 tested, 0.044% active; survival enhancement, % at 20 µM; AID 602274; in the data active means survival enhancement above about 18%;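 further: cells exposed to compounds for 16 hours before the ATP read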
NR2E3 ag-1: activates human photoreceptor nuclear receptor NR2E3. Q9Y5X4. GST-NR2E3/biotin-RetCOR TR-FRET, 1536-well. inhibition of corepressor binding, % at 4.78 µM. 320,000 tested, 0.12% active. AID 2300;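 active means percent inhibition above the cutoff of mean plus 3 SD of all tested compounds, set per screening campaign, cut at about 20% in these data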;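 further: 0% = DMSO wells and 100% = biotin wells as full block of FRET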
Target sequence (Q9Y5X4 whole entry, looked up): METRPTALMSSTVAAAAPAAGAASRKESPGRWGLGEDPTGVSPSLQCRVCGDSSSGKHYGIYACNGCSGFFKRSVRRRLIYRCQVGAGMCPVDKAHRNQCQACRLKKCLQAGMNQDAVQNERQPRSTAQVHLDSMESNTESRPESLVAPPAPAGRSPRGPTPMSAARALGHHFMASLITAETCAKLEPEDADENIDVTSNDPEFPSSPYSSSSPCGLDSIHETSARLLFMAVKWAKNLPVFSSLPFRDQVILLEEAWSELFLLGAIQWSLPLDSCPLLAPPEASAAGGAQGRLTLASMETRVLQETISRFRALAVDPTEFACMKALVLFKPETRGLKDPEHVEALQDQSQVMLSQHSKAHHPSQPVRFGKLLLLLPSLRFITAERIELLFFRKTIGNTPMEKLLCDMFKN
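Test system: GST-NR2E3 and biotin-RetCOR proteins | Quantity: 1.35 nM GST-tagged NR2E3 final | Medium: Tris pH 7.5 | Also added: 7 nM biotin-RetCOR | Dosing: Compound at 4.8 µM, single dose | Timing: 5 h at 4 °C | Detection: Time-resolved FRET | Read-out basis: Percent inhibition | Benchmarks: Biotin wells as high control, 0.6% DMSO wells as low control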
C8 TRAIL sens: caspase-8 TRAIL sensitization. NB7+C8 cells + TRAIL, ATPlite viability luminescence. inhibition (viability loss, TRAIL sensitization), % at 10 µM. 360,000 tested, 1% active;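 active means compounds causing at least 50% loss of cell viability in the single-dose screen, relative to plate controls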
HIF-2a inh: inhibitors of HIF-2a | 786-0 RCC cells HIF-2a reporter, luciferase luminescence, overnight | inhibition, % at 18.8 µM | 360,000 tested, 0.72% active | AID 624352;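 active means inhibition of the luminescence signal of 40% or more relative to plate controls, in a single-dose primary screen at 18.75 µM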
NR2E3 ag-2: activates human NR2E3 receptor. CHO-S Gal4-NCOR/VP16-NR2E3 two-hybrid, luciferase. inhibition of corepressor binding, % at 3.98 µM. 360,000 tested, 0.35% active. AID 602229;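 active means inhibition above the mean of all tested compounds plus 3 SD, cut at about 70% in these data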;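 further: 0% = DMSO with NR2E3 transfected cells and 100% = cells lacking NR2E3 construct; higher means lower luciferase signal from less NR2E3 corepressor binding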
KKLEB tox: reduces viability of KKLEB cystic fibrosis airway cells | KKLEB CF airway cells viability, ATPlite luminescence, overnight; stronger effect = lower value; cells stimulated with P. aeruginosa culture filtrate | activity change (cytotoxicity), % at 5 µM | 360,000 tested, 0.36% active;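 active means corrected activity change at or below -50% at 5 µM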
MITF TRPM1 inh: inhibitors of MITF-driven TRPM1 promoter in melanoma cells; SK-MEL-5 TRPM1 promoter luciferase, 24 h; inhibition, % at 12.5 µM; 330,000 tested, 0.83% active;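 active means mean inhibition across replicates of 60% or more, whatever share of single replicates reaches that level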; further: values of inactives mirror those of a sister screen read the other way
EBV LMP1 NFkB: Epstein-Barr LMP1 NF-kappaB reporter inhibition; LMP1-induced NF-kappaB luciferase reporter cells, luminescence; inhibition, % at 12.5 µM; 350,000 tested, 0.69% active; in the data active means inhibition above about 41%;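 further: 0% = neutral control wells and 100% = reference inhibitor control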
Peg3 promoter: inhibitors of Peg3 promoter. HeLa PEG-Prom luciferase reporter, luminescence, overnight. inhibition, % at 20 µM. 360,000 tested, 1.7% active;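 active means inhibition of at least 50% at 20 µM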
Numbers without * were called inactive; . = not tested or not shown; & = joins results of further samples. These rows are one share of the data, so the mix of outcomes need not match the whole.

SMILES	Shn3 inh set2	CF NFkB inh	hiPSC survival	NR2E3 ag-1	C8 TRAIL sens	HIF-2a inh	NR2E3 ag-2	KKLEB tox	MITF TRPM1 inh	EBV LMP1 NFkB	Peg3 promoter
CCN1CCCC1CNC(=O)CCc1nc(-c2ccc(C)cc2)no1 (centres undefined)	-15	-5	-1.3	-1	-6	5	-38	-1	-17	-13	5
O=C(Nc1cccc(O)c1)c1cccc(NC(=O)c2cccs2)c1	-23	-13	0.7	-1	13	-98	-15	5	-9	-3	-80
Cc1ccc(OCCCn2c(=O)sc3ccccc32)cc1	-16	-14	3.2	1	1	-140	-31	3	-27	-11	-83
CCCCN(C(=O)c1cc(S(=O)(=O)N2CCCCCC2)ccc1OC)c1c(N)n(CCC)c(=O)[nH]c1=O	-8	-18	-0.3	0	6	3	24	8	-4	0	13
CCCCNC(=O)OC(C)CNC(=O)OC (centres undefined)	1	6	-3.8	-3	7	24	-29	-1	1	-3	6
O=C(CN1c2ccccc2Sc2ccccc21)NNC(=S)Nc1ccc(Cl)cc1	18	23	-0.6	-4	1	14	18	22	-5	0	13
O=c1c2sc3nc(N4CCOCC4)c4c(c3c2ncn1C(c1ccccc1)c1ccccc1)CCCC4	7	-5	0.2	.	1	10	0	15	-5	2	8
Cc1cc(=O)oc2cc(OC(C)C)ccc12	-1	6	2.3	2	1	-5	-21	-6	-17	-4	-14
CCOC(=O)N1CCC(NC(=O)C2CCCN(Cc3nc(-c4cccc(C)c4)oc3C)C2)CC1 (centres undefined)	86*	27	-0.5	1	27	21	75*	-7	72*	19	22
COc1ccc2c(C(=O)CN3CCN(CCO)CC3)c[nH]c2c1	-10	-7	1.0	5	-19	18	-15	9	6	-1	-6
CC(=O)Nc1nc(C)c(CCC2OCCO2)c(=O)[nH]1	-7	-13	-0.1	2	-23	10	8	7	-4	4	6
Cc1ccc(-c2nn3c(C)nnc3c3ccccc23)cc1S(=O)(=O)NC(C)(C)CO	-10	-80	1.3	1	-7	-16	-9	-5	1	7	-26
O=C(NNC(=O)c1cccs1)c1ccco1	2	-8	-0.6	2	0	-2	-5	-22	7	0	-10
COc1ccc(NC(=O)C2CCC(CNc3c(N4CCCCC4)c(=O)c3=O)CC2)cc1OC (centres undefined)	-1&-6	-47&4	0.5&-1.0	1	-1&7	10&7	16&-12	1&0	4&15	4&0	-1&-9
O=C1CSC(=S)N1N=Cc1cccc2ccccc12	4	21	1.7	.	9	-9	5	-10	8	-13	-1
O=C(C[n+]1cc(-c2ccc(Cl)cc2)n2c1CCC2)Nc1nc(-c2ccccc2)cs1	-12	-8	1.1	0	31	13	-15	-9	10	5	6
CCNC(=S)N(CCc1c(C)[nH]c2ccc(Cl)cc12)Cc1cccnc1	23	8	1.1	-2	-7	7	-6	-9	-2	4	10
CSc1n[nH]c(-c2sccc2OCc2ccc(C)cc2)n1	11	14	-0.5	-1	2	-13	-3	1	3	-4	16
Cn1c(=O)n(CC(N)=O)c(=O)c2c1nc1n2CCCN1Cc1ccccc1	41	10	1.4	.	8	11	-14	19	7	-12	8
O=C(COC(=O)C1CCN(c2ccc(C(F)(F)F)cn2)CC1)Nc1ccc(Cl)cc1	-31	8	-0.4	0	-5	21	13	-18	2	3	14
CN(C)CCCNC(=O)/C=C/c1ccc2c(c1)OCO2	15	0	0.4	-1	-7	8	-11	0	5	7	10
Cn1c(=O)c2c(nc(N3CCN(C(=O)c4ccco4)CC3)n2CCSc2ncccn2)n(C)c1=O	-5	-1	0.3	1	11	18	-19	8	-12	-2	9
O=C(Nc1ccc2c(c1)OCCO2)C1CCCC1	32	2	-0.5	-1	4	41*	68	0	18	38	32
CC(NC(=O)c1cc(S(=O)(=O)N2CCOCC2)ccc1F)c1ccc(-n2ccnc2)cc1 (centres undefined)	-9	-14	-2.3	1	11	16	-9	12	5	1	9
Cc1cccc(C(=O)N2CCN(c3ccc(N4CCOCC4)nn3)CC2)c1	.	-14	0.8	-1	-11	6	-13	22	-10	-8	-7

Individual results from above.
O=C(COC(=O)C1CCN(c2ccc(C(F)(F)F)cn2)CC1)Nc1ccc(Cl)cc1 in hiPSC survival has -0.4
COc1ccc2c(C(=O)CN3CCN(CCO)CC3)c[nH]c2c1 in KKLEB tox has 9
COc1ccc(NC(=O)C2CCC(CNc3c(N4CCCCC4)c(=O)c3=O)CC2)cc1OC (centres undefined) in NR2E3 ag-1 has 1

Next compounds.
SMILES	Shn3 inh set2	CF NFkB inh	hiPSC survival	NR2E3 ag-1	C8 TRAIL sens	HIF-2a inh	NR2E3 ag-2	KKLEB tox	MITF TRPM1 inh	EBV LMP1 NFkB	Peg3 promoter
COc1ccc(C(CNC(=O)CNC(=O)c2ccccc2Cl)N2CCCC2)cc1 (centres undefined)	2	-11	-0.2	2	7	0	-33	9	-15	-3	-11
COc1cccc2c1cc1c(=O)n(CC(=O)N3CCN(c4cccc(C)c4C)CC3)nc(C)n12	-53	-7	0.1	.	-6	10	-6	3	-7	6	2
Cc1[nH]c2ccccc2c1C(=O)C(=O)NCc1nnnn1-c1ccc(F)c(F)c1	-3	4	4.3	.	-3	14	-16	-4	.	-1	4
OCCC1CN(Cc2cccnc2)CCN1CCc1ccccc1 (centres undefined)	-10	-17	0.1	2	0	21	9	4	0	-2	8
CCN(C(=O)COC(=O)C1CCN(S(=O)(=O)c2cccs2)CC1)c1ccccc1	-1	1	0.2	3	5	11	6	7	8	-1	4
COCCCNC(=S)Nc1cc(C)c(C)cc1C	0	7	0.3	1	3	12	-10	0	13	-1	14
COc1ccc(NC(=O)C2(C)CCN2Cc2ccc(C(C)C)cc2)cc1OC (centres undefined)	11	10	0.8	.	13	3	21	-8	.	.	10
CCOC(=O)c1ccc(NC(=O)c2cc(=O)[nH]c3ccccc23)cc1	-21	-12	4.6	1	2	-4	-30	5	18	-2	-15
O=C(CCOc1cccc(Br)c1)NNC(=O)COc1ccc(F)cc1	-25	6	-0.4	.	16	14	17	-6	9	5	-21
CNS(=O)(=O)c1cccc(C(=O)OCc2csc(-c3ccccc3)n2)c1	-8	1	-0.7	0	-10	-101	-13	13	-20	-3	-92
COc1ccc(CCNC(=O)C2CCN(S(=O)(=O)c3ccc(-n4cnnn4)cc3)CC2)cc1OC	5	5	4.7	0	-4	15	-9	-6	-2	-3	6
CCOc1ccccc1N1CN(Cc2ccccc2)CNC1=S	6	7	3.3	2	-9	17	6	1	.	.	2
CCOC(=O)Cn1nc(-c2ccc(Cl)cc2)cc1N	-5	-14	-1.9	-2	-1	-27	-19	5	-22	-13	-112
Cn1c(=O)oc2cc(S(=O)(=O)NCCCN3CCCC3=O)ccc21	-21	-11	-1.0	2	3	8	-30	14	.	-7	14
O=C(Nc1nn[nH]n1)C12CC3CC(CC(C3)C1)C2	7	1	0.4	6	-18	-11	-8	-3	6	-20	9
CCc1ccccc1SCc1noc(C(=O)NCC2CCCO2)c1C(=O)O (centres undefined)	-14	0	-0.3	4	7	-3	7	2	-4	2	0
Cc1c(CCOC(=O)c2cc([N+](=O)[O-])ccc2Cl)sc[n+]1CCCCS(=O)(=O)[O-]	6	0	2.3	3	-5	13	6	5	3	1	8
NC(=O)COC(=O)C1CSC2(c3ccc(F)cc3)CCC(=O)N12 (centres undefined)	-8	13	-0.3	3	-11	4	-12	12	4	0	6
COc1ccc(Cl)cc1C=CC=NNC(=O)c1ccncc1	-3	-14	3.5	.	4	-22	18	-5	-5	3	97*
CCOC(=O)CCc1c(C)c2ccc(OCc3ccc([N+](=O)[O-])cc3)cc2oc1=O	-12	-24	5.3	2	-1	-13	-21	1	-5	1	-10
CC1(C)N=C(N)N=C(N)N1c1cccc(C(=O)O)c1	-46	-3	1.6	-2	3	23	-30	6	3	0	-21
CCOc1ccc(CNC(=O)CCCC(=O)n2nc(C)c3ccccc32)cc1	2	1	0.7	2	-25	-3	0	17	-17	8	-30
Clc1cc2cccnc2c2ccccc12	-11	-6	0.4	-2	-4	1	-12	1	2	-20	-10
CC12CCC(=O)N1c1ccccc1C(=O)N2c1ccccc1 (centres undefined)	-26	-4	2.3	1	4	4	13	-3	-10	-5	-1
COc1cc2c(cc1OC)C1c3ccc(OC)c(OC)c3OCC1(O)C2 (centres undefined)	-5	6	-1.2	.	1	6	1	-3	-4	-5	5

The list continues.
SMILES	Shn3 inh set2	CF NFkB inh	hiPSC survival	NR2E3 ag-1	C8 TRAIL sens	HIF-2a inh	NR2E3 ag-2	KKLEB tox	MITF TRPM1 inh	EBV LMP1 NFkB	Peg3 promoter
O=C1c2cccc3c([N+](=O)[O-])ccc(c23)C(=O)N1CC1CCCO1 (centres undefined)	22	-9	-5.7	.	4	3	20	-6	27	2	43
CC(C)(C)c1cc(Cl)ccc1OCCOCCN1CCCC1	-7	9	-0.1	1	11	14	13	-17	-10	-4	46
Cc1oc(-c2ccc3c(c2)OCCO3)cc1C(=O)O	-3	9	1.9	4	6	81*	59	-6	52	10	96*
CCOc1ccc(Oc2ccc(Cl)cc2NC(=O)C2=COCCO2)cc1	17	16	0.0	0	12	7	7	-9	2	-20	1
N#CN=C1SCCS1	-14	-1	5.6	-2	-22	8	8	5	9	-11	-4
CCOC(=O)C1=CCN(S(=O)(=O)c2ccc(Br)cc2)C1c1ccccc1 (centres undefined)	9	-2	-1.5	.	3	-3	-3	-2	.	.	30
Cc1cc(/C=C2/C(=N)N3C(c4ccccc4)=CSC3=NC2=O)c(C)n1-c1ccc(Cl)cc1	6	-9	0.3	.	-1	9	10	1	2	6	-5
Cc1ccc(C(=O)C(C)OC(=O)Cn2c(C)csc2=O)cc1 (centres undefined)	0	10	-0.6	-5	10	6	-1	-5	9	-3	4
CC1C=CCC2C(=O)N(c3cccc(C(=O)NCCc4ccccc4)c3)C(=O)C12 (centres undefined)	16	-6	-0.3	1	-6	-2	18	3	4	6	0
Cc1cc2cc(C=C(C#N)C#N)c(Cl)nc2cc1C	-12	2	-3.5	1	15	-95	-28	0	17	-15	15
Cc1ccccc1NC(=O)Cc1nc(COC(=O)C(NC(=O)c2ccccc2C)C(C)C)cs1 (centres undefined)	6	-7	0.0	-1	12	14	-1	9	-12	-2	-3
CCOc1ccc(CCNC(=O)CSc2nn(-c3ccc(C)c(Cl)c3)c(=S)s2)cc1OCC	12	18	-0.9	1	21	7	-9	-22	5	-5	9
COc1ccc(/C(C)=N/N=C(N)N)c(OC)c1	17	-18	-0.2	4	14	15	17	-1	11	-1	26
CCOc1ccc(CNC(=O)C2Cc3cc(S(=O)(=O)N4CCCC4)ccc3N2C(C)=O)cc1 (centres undefined)	1	-3	0.6	-1	-4	9	7	2	-6	-5	-7
CC(C)c1nc(N2CCN(C(=O)c3ccco3)CC2)c2c3c(sc2n1)CCCC3	68	-11	-1.5	-2	-12	21	16	-2	7	1	24
CCCCNC(NCCCC)=C(S(=O)(=O)CC)S(=O)(=O)CC	-12	16	2.0	0	-5	12	-12	-1	10	-3	1
COCCSc1ccccc1C(=O)N1CCc2ccccc2C1	0	-9	-0.7	1	-2	7	-5	8	2	-12	5

Screening data (PubChem)
